CXXC DNA block – blocks binding of human MLL CXXC domain to DNA | AID 2662 | Potency, µM (highest dose often 115 µM), for inactives: at the top dose activity change, negative = inhibition, usual class: inhibitors | hit rate 0.037% among 290,000 | MLL-CXXC / FITC-HOXA9 DNA fluorescence polarization | Q03164; active = well fitted inhibition curve with a large enough effect in the polarisation, with a control signal flat, not every such curve was filed as active; inconclusive = small, poorly fitted or top-dose-only effect, or effect the other way, or a change in a side signal; inactive = no such curve, though single readings can be large or run the other way; the % refers to the polarisation
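Purified MLL-CXXC (added from a 7 uM solution) was preincubated 5 min at ambient with pinned compounds in 50 mM Tris-HCl pH 7.5, 50 mM NaCl, 1 mM DTT, 0.05% BSA. Fluorescein-labeled HOX-A9 DNA (50 nM solution) followed, 30 min, then polarization read.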
ELG1 genotoxic – inducers of genotoxicity in HEK293T ELG1-luciferase cells; hit rate 1.3% among 330,000; HEK293T ELG1-luciferase reporter, luminescence, 16 h; Potency, µM (top dose mostly 46 µM), inactives show at the highest dose activity change, positive = activation, hits mostly activators; AID 504466; note: % of control where 0% means no effect; nearly all actives have a fitted effect of over 60% in size
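Genotoxicity was scored as increased ELG1-luciferase reporter signal, measured by ONE-Glo luminescence (30 min, room temperature). Compound or vehicle exposure of the HEK293T reporter cells lasted 16 hr at 37°C.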
NPC1 promoter act – activates the NPC1 promoter; AID 485313; Potency, µM (top dose mostly 9.22 µM), without a hit: top-dose activation, actives largely listed as activators; hit rate 2.4% among 320,000; Huh7 NPC1 promoter luciferase reporter, 24 h;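 note: % of control where 0% means no effect; nearly all actives have a fitted effect of over 60% in size; reporter is driven by a mutant NPC1 promoter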
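Luminescence from an NPC1 promoter-driven luciferase reporter in stably transfected Huh7 cells was measured after 24 h compound treatment at 37 °C, followed by 10 min ambient incubation with luciferase detection reagent.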
Rab9 prom act – Rab9 promoter activation. Huh7 Rab9 promoter-luciferase reporter, luminescence, 24 h. Potency, µM (doses to about 9.22 µM), for the others: at the highest dose activation, negative = inhibition, actives largely listed as activators. AID 485297. hit rate 2.8% among 320,000; note: % of control where 0% means no effect; nearly all actives have a fitted effect of over 60% in size
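Rab9 promoter-driven luciferase in stably transfected Huh7 cells; 1500 cells/well rested 2 h, exposed to compound in DMSO for 24 h at 37 °C, 5% CO2. Luminescence read 10 min after adding luciferase reagent at ambient temperature.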
BRCA1 expr act – increases BRCA1 expression; MCF7-BRCA1-FFLuc reporter, luminescence, 48 h; response scale: scaled: vehicle 0%, 10 µM genistein 100%; Potency, µM (top dose mostly 46.1 µM), without a hit: at the highest dose activation, most hits filed as activators; hit rate 1.1% among 380,000; note: nearly all actives have a fitted effect of over 80% in size; some results filed as inactive show a strong effect at the top dose
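48 h compound treatment of MCF7-BRCA1-FFLuc cells (phenol-red free MEM, 37 °C), then 15 min with luciferase substrate and luminescence imaging.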
VP16 counter – Gal4-VP16 reporter inhibition counter-screen | Potency, µM (titrated, usually from 53.6 µM), without a hit: at the highest dose activity, negative = inhibition, hits mostly inhibitors | hit rate 3.5% among 310,000 | Drosophila S2 Gal4-VP16 UAS-luciferase, luminescence, 20 h;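 note: Gal4-VP16 expression switched on by copper sulfate through the metallothionein promoter; % is set by controls: 0 for no effect and ±100 for the full control effect; nearly all actives have a fitted effect of over 50% in size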
MBNL1-CUG inh – MBNL1-poly(CUG) RNA binding inhibition; Q9NR56; TR-FRET MBNL1-His/biotin-(CUG)12 binding, 665/545 ratio; Potency, µM (doses to about 57.5 µM), for the others: at the highest dose activity change, negative = inhibition, hits mostly inhibitors; hit rate 0.036% among 280,000; AID 2675; active = well fitted inhibition curve with a large enough effect in the signal ratio, with a control signal flat, not every such curve was filed as active; inconclusive = small, poorly fitted or top-dose-only effect, or effect the other way, or a change in a side signal; inactive = no such curve, though single readings can be large or run the other way; the % refers to the signal ratio; note: % is set by controls: 0 for no effect and ±100 for the full control effect
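Ratiometric TR-FRET (665 over 545 nm, excitation 340 nm) tracks disruption of MBNL1-His/biotin-(CUG)12 complex after 60 min at room temperature, with compounds at 92 nM to 58 uM final.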
RORg inh – inhibitors of mouse ROR gamma transcriptional activity. P51450. Drosophila S2 Gal4-RORgamma UAS-luciferase reporter, 20 h. hit rate 5.4% among 310,000. AID 2551. Potency, µM (doses to about 53.6 µM), for the others: top-dose activity change, negative = inhibition, actives largely listed as inhibitors; note: % is set by controls: 0 for no effect and ±100 for the full control effect; nearly all actives have a fitted effect of over 60% in size
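Read-out: Photinus luciferase luminescence; inhibitors lower reporter signal. Insect Schneider cells with Gal4-ROR gamma fusion under metallothionein promoter, UAS reporter; 700 uM final copper sulfate induction, 20 hr, ambient temperature.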
p53 reactivator – restores transcriptional activity of mutant p53 | H1299 p53-A138V BP100-luciferase reporter, luminescence, 24 h | Potency, µM (highest dose often 92.2 µM), for the others: at the top dose activity change, positive = activation, most hits filed as activators | hit rate 0.063% among 320,000; note: % of control where 0% means no effect; nearly all actives have a fitted effect of over 45% in size
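H1299 (p53-null), stable ts p53-A138V + BP100-Luc; 1000 cells/well, Opti-MEM/10% FBS; cpd 4 pt, 1:5; 24 h, 37 deg C, 5% CO2; detection reagent 10 min RT; luminescence.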
FLuc modulator – inhibits or activates purified firefly luciferase, miR-21 counter-screen | P08659 | purified FLuc, Km substrates, luminescence inhibition | Potency, µM (top dose mostly 57.5 µM), for inactives: top-dose activity change, negative = inhibition, actives largely listed as inhibitors | hit rate 6.9% among 360,000 | AID 588342;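 note: plate controls were vehicle for no effect and reference inhibitor for full effect; nearly all actives have a fitted effect of over 55% in size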
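Biochemical qHTS of compounds, final roughly 60 µM downward over six points, against 10 nM purified firefly luciferase using Km concentrations of substrates (10 uM D-luciferin, 10 uM ATP) in Tris acetate pH 7.5 buffer; luminescence output.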
uPA surface inh – cell surface uPA generation inhibition; cell surface uPA generation assay, qHTS; hit rate 0.31% among 330,000; AID 540303; Potency, µM (titrated, usually from 38.3 µM), inactives show top-dose activity change, negative = inhibition, most hits filed as inhibitors; active = well fitted inhibition curve with a large enough effect; inconclusive = small, poorly fitted or top-dose-only effect; inactive = no such curve, though single readings can be large or run the other way; tested in mouse RAW 264.7 cells; note: % is set by controls: 0 for no effect and ±100 for the full control effect; nearly all actives have a fitted effect of over 55% in size
Numbers without * were called inactive; ? = inconclusive; · = not tested or not shown; [ ] = another dose, or the depositor's remark. Unless noted, calls come from the whole dose curve; as a rule, active = well fitted curve in the direction sought with a large enough effect; inconclusive = small, poorly fitted or top-dose-only effect, or another doubt; inactive = no such curve, though single readings can be large; an effect the other way counts as inactive or inconclusive. Potency is the fitted concentration of half-maximal effect. Some of the compounds tested; the hit share may differ from the screen's.

Field names: A = CXXC DNA block; B = ELG1 genotoxic; C = NPC1 promoter act; D = Rab9 prom act; E = BRCA1 expr act; F = VP16 counter; G = MBNL1-CUG inh; H = RORg inh; I = p53 reactivator; J = FLuc modulator; K = uPA surface inh
(1) Cc1ccc(NC(=O)C2CCC(N3C(=O)C4CCCCC4C3=O)CC2)cc1 (configuration not stated)
  A: 8.8%	B: -4.8%	C: -3.8%	D: 6.0%	E: -9.9%	F: 2.5%	G: -1.6%	H: -6.3%	I: -4.0%	J: -8.6%	K: 2.8%

(2) Cc1ccc(C(c2cc(Br)ccc2O)N2CCSCC2)cc1 (configuration not stated)
  A: ·	B: -0.3%	C: -0.8%	D: -0.1%	E: 0.0%	F: ·	G: ·	H: ·	I: 7.3%	J: 2.5%	K: -0.7%

(3) COC(=O)C1=C(C)N(Cc2ccccc2)C(=O)N[C@H]1c1cccs1
  A: 4.0%	B: -1.3%	C: 0.1%	D: -3.7%	E: -36.2%	F: -2.9%	G: -0.3%	H: -6.8%	I: -5.6%	J: -0.4%	K: ?

(4) CCC(=O)N1CCc2cc(S(=O)(=O)NCCC(=O)N3CCN(c4cccc(C)c4)C(C)C3)ccc21 (configuration not stated)
  A: -0.2%	B: -15.9%	C: -1.4%	D: -1.1%	E: -26.3%	F: 4.1%	G: 1.6%	H: 20.8%	I: -11.1%	J: 4.0%	K: 12.2%

(5) CCOc1ccc(Br)cc1S(=O)(=O)Nc1ccc(C(=O)Nc2ccccc2OC)cc1
  A: 8.5%	B: 0.5%	C: -1.0%	D: -3.9%	E: -38.1%	F: -0.9%	G: ?	H: 23.5%	I: ?	J: -2.3%	K: -0.3%

(6) CN(C)c1ccc(C(CNS(=O)(=O)c2ccc(F)c(F)c2)c2c[nH]c3ccccc23)cc1 (configuration not stated)
  A: 6.2%	B: 0.6%	C: -1.4%	D: -3.4%	E: -81.5%[inhibitor]	F: -27.8%	G: -2.7%	H: 32.5%	I: -3.3%	J: -14.8%	K: 0.6%

(7) CN1C(=O)C(C)(C)c2cc(S(=O)(=O)N3CCCCCC3)ccc21
  A: -2.1%	B: 11.0%	C: -5.4%	D: -11.9%	E: -4.2%	F: -0.2%	G: 0.3%	H: -19.0%	I: 10.0%	J: 0.8%	K: 1.0%

(8) Cn1cc(S(=O)(=O)NCc2ccc(Cl)cc2)c(=O)n(C)c1=O
  A: 1.3%	B: 3.1%	C: -2.0%	D: -3.2%	E: 0.0%	F: 1.7%	G: -12.1%	H: 3.8%	I: 1.6%	J: 0.3%	K: -0.4%

(9) O=C(CSc1nnc(-c2ccc3c(c2)OCCO3)o1)NC1CCCCC1
  A: 1.2%	B: 3.9%	C: -3.9%	D: -0.1%	E: ·	F: 1.1%	G: 6.2%	H: -4.5%	I: 27.4%	J: -10.5%	K: ·

(10) Cc1cc(C)n(CCN(C)c2nc3nonc3nc2N2CCCCC2)n1
  A: -13.0%	B: 2.2%	C: -3.8%	D: -12.1%	E: 1.6%	F: 17.4%	G: ?	H: -32.8%	I: 2.0%	J: 1.8%	K: 0.9%

(11) O=C(NCCOc1ccccc1)c1cncc(Br)c1
  A: 3.5%	B: 16.4µM*	C: ?	D: ?	E: 60.9%	F: 10.6%	G: -9.6%	H: -35.9%	I: ?	J: ?	K: -0.3%

(12) O=C1C=C(NCc2ccc(Cl)cc2Cl)C2(CCCCC2)O1
  A: 5.5%	B: ·	C: -3.2%	D: -5.0%	E: -43.5%	F: -1.1%	G: -4.5%	H: 1.4%	I: ·	J: -0.1%	K: -17.2%

(13) O=c1c2ccc(Cl)cc2[nH]c(=S)n1CCCN1CCOCC1
  A: -3.1%	B: 0.0%	C: -0.9%	D: -2.0%	E: 48.1%	F: ?	G: -4.7%	H: 7.94µM*	I: -0.3%	J: -1.3%	K: -5.3%

(14) O=C(Nc1ccccc1)N1CCN(Cc2ccc(Cl)cc2)CC1
  A: -10.8%	B: -7.2%	C: -1.2%	D: -10.1%	E: 18.5%	F: -19.5%	G: -10.7%	H: 45.8%	I: 10.4%	J: 0.1%	K: 8.2%

(15) Cc1ccc(C(=O)Nc2cccnc2)cc1S(=O)(=O)N1CCOCC1
  A: -5.8%	B: -0.5%	C: -3.5%	D: -4.4%	E: -2.2%	F: -1.9%	G: -3.5%	H: 7.9%	I: -3.8%	J: -0.2%	K: 1.9%

(16) CCCOC(=O)c1cc(=O)[nH]c2ccccc12
  A: -0.2%	B: -1.7%	C: 2.5%	D: -2.8%	E: -15.7%	F: -0.6%	G: 3.8%	H: -5.4%	I: 7.0%	J: 5.9%	K: -1.2%

(17) CC1=C(C(=O)OC(C)C)C(c2cccc(F)c2)n2ncnc2N1 (configuration not stated)
  A: 1.1%	B: 0.9%	C: -2.6%	D: -0.5%	E: -7.4%	F: -1.4%	G: 1.5%	H: ?	I: -6.0%	J: 1.2%	K: 5.9%

(18) Cc1ccc(S(=O)(=O)N(C)C)cc1NC(=O)COC(=O)Cc1cccs1
  A: ·	B: 2.4%	C: -1.7%	D: -4.9%	E: -1.7%	F: ·	G: ·	H: ·	I: 0.8%	J: -0.3%	K: 0.4%

(19) CCN(CC)CCCn1c(=S)[nH]c2cc(Cl)ccc2c1=O
  A: -0.3%	B: 3.1%	C: -2.4%	D: -9.0%	E: 1.1%	F: -21.6%	G: -7.9%	H: 10µM*	I: ?	J: -1.8%	K: ·

(20) CN1C(C(=O)NCc2ccco2)CC2Cn3c(nc4ccccc43)C21 (configuration not stated)
  A: ·	B: 1.5%	C: -1.5%	D: -3.7%	E: 12.4%	F: ·	G: ·	H: ·	I: 1.7%	J: -5.4%	K: -1.4%

Ordered by molar mass (smallest number first): part of the list above.
Field names: A = CXXC DNA block; B = ELG1 genotoxic; C = NPC1 promoter act; D = Rab9 prom act; E = BRCA1 expr act; F = VP16 counter; G = MBNL1-CUG inh; H = RORg inh; I = p53 reactivator; J = FLuc modulator; K = uPA surface inh
(16) CCCOC(=O)c1cc(=O)[nH]c2ccccc12
  A: -0.2%	B: -1.7%	C: 2.5%	D: -2.8%	E: -15.7%	F: -0.6%	G: 3.8%	H: -5.4%	I: 7.0%	J: 5.9%	K: -1.2%

(12) O=C1C=C(NCc2ccc(Cl)cc2Cl)C2(CCCCC2)O1
  A: 5.5%	B: ·	C: -3.2%	D: -5.0%	E: -43.5%	F: -1.1%	G: -4.5%	H: 1.4%	I: ·	J: -0.1%	K: -17.2%

(14) O=C(Nc1ccccc1)N1CCN(Cc2ccc(Cl)cc2)CC1
  A: -10.8%	B: -7.2%	C: -1.2%	D: -10.1%	E: 18.5%	F: -19.5%	G: -10.7%	H: 45.8%	I: 10.4%	J: 0.1%	K: 8.2%

(7) CN1C(=O)C(C)(C)c2cc(S(=O)(=O)N3CCCCCC3)ccc21
  A: -2.1%	B: 11.0%	C: -5.4%	D: -11.9%	E: -4.2%	F: -0.2%	G: 0.3%	H: -19.0%	I: 10.0%	J: 0.8%	K: 1.0%

(8) Cn1cc(S(=O)(=O)NCc2ccc(Cl)cc2)c(=O)n(C)c1=O
  A: 1.3%	B: 3.1%	C: -2.0%	D: -3.2%	E: 0.0%	F: 1.7%	G: -12.1%	H: 3.8%	I: 1.6%	J: 0.3%	K: -0.4%

(2) Cc1ccc(C(c2cc(Br)ccc2O)N2CCSCC2)cc1 (configuration not stated)
  A: ·	B: -0.3%	C: -0.8%	D: -0.1%	E: 0.0%	F: ·	G: ·	H: ·	I: 7.3%	J: 2.5%	K: -0.7%

(18) Cc1ccc(S(=O)(=O)N(C)C)cc1NC(=O)COC(=O)Cc1cccs1
  A: ·	B: 2.4%	C: -1.7%	D: -4.9%	E: -1.7%	F: ·	G: ·	H: ·	I: 0.8%	J: -0.3%	K: 0.4%

(6) CN(C)c1ccc(C(CNS(=O)(=O)c2ccc(F)c(F)c2)c2c[nH]c3ccccc23)cc1 (configuration not stated)
  A: 6.2%	B: 0.6%	C: -1.4%	D: -3.4%	E: -81.5%[inhibitor]	F: -27.8%	G: -2.7%	H: 32.5%	I: -3.3%	J: -14.8%	K: 0.6%

High-throughput results as filed in PubChem.
